LDHA inh: LDHA (human) enzyme inhibition | purified LDHA, NADH/diaphorase-resazurin fluorescence; stronger effect = lower value | activity change, % (values are at about 110 or 230 µM) | 480,000 compounds, 0.15% hits | AID 1347041; in the data active means activity change below about -30%; inconclusive means mostly about -25% to -30%;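 further: plate controls were DMSO wells for no effect and wells without enzyme for full effect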
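Remaining NADH was detected by diaphorase (0.133 mg/mL) converting 37 µM resazurin to fluorescent resorufin, read at 0 and 20 minutes. The preceding 5-minute room-temperature reaction used 2 nM LDHA, 0.2 mM sodium pyruvate and 0.06 mM NADH at pH 7.4.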
12-LOX inh: ALOX12 (human) lipoxygenase inhibition; P18054; purified 12hLO, xylenol orange hydroperoxide absorbance; Potency, µM (series often up to 108 µM), for inactives: top-dose activity change, negative = inhibition, most hits filed as inhibitors; 580,000 compounds, 1.1% hits; AID 1671190; active means well fitted inhibition curve with a large enough effect; inconclusive means small, poorly fitted or top-dose-only effect, or another doubt; inactive means no such curve, though single readings can be large or run the other way; further: potency means the concentration at half of the fitted maximal effect
Target sequence (P18054 whole entry, looked up): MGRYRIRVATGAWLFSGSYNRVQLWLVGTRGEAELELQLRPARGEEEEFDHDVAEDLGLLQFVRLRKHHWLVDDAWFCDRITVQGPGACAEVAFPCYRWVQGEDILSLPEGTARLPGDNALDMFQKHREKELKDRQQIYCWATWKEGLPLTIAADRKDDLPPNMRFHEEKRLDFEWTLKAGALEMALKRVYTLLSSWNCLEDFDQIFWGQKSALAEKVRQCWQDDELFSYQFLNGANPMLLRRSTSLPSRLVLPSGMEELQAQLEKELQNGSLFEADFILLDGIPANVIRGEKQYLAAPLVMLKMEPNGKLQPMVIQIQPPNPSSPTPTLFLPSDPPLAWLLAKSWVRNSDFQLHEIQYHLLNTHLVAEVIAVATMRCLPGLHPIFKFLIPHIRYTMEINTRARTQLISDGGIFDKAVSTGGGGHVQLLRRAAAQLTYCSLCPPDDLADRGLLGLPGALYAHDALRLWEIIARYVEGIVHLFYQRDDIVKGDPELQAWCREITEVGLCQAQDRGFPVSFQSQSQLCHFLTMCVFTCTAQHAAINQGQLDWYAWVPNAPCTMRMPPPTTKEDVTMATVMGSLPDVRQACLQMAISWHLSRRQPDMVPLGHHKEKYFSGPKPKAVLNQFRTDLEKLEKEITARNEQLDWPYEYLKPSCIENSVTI
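Purified human 12hLO at 150 nM in 25 mM Hepes, 0.01% Triton X-100, pH 7.0, preincubated 15 min at room temperature with compound. Reaction started with 40 uM arachidonic acid, 30 min at room temperature. Hydroperoxide measured by Fe-xylenol orange, 573/405 nm absorbance ratio.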
* = called active by the depositor; ? = inconclusive; [ ] = remark or other dose. Unless noted, on the % scale 0 is the no-effect control and ±100 the full control effect. These rows are one share of the data; the hit share may differ from the screen's.

SMILES | LDHA inh | 12-LOX inh
COc1ccccc1C1NC(=S)NC2=C1CCc1ccccc12 (stereo unspecified) | 1.0 | 28.2µM*
Cc1ccccc1/C=N/Nc1ccc(S(N)(=O)=O)cc1[N+](=O)[O-] | 2.2 | 15.0%
Cc1ccccc1CSc1nc2c(cnn2CCO)c(=O)[nH]1 | -2.1 | 14.3%
Nc1nccnc1C(=O)NCC1CC2c3ccccc3C1c1ccccc12 (stereo unspecified) | 10.0 | -7.0%
O=C(NCc1cccc(Cl)c1)c1cccc2c(-c3cccnc3)coc12 | -1.8 | 0.5%
O=C(NCc1ccncc1)c1cc(S(=O)(=O)C2CCS(=O)(=O)C2)ccc1F (stereo unspecified) | 1.2 | -1.3%
CCC(CC)NC(=O)c1cccc(I)c1 | -3.5 | 14.2%
COC(=O)CCCCCCCCCC[N+]1(Cc2ccccc2)CCCCC1 | 2.9 | ?
CC(Sc1nc(Cl)nc2nc[nH]c12)C(=O)NCCc1c[nH]c2ccc(F)cc12 (stereo unspecified) | 0.4 | -18.0%
CCCc1nn(C)c2c(=O)[nH]c(-c3cc(S(=O)(=O)Nc4ccccc4)ccc3OCC)nc12 | -1.0 | 4.2%
O=C(CCn1ccccc1=O)Nc1ccc(Cl)cc1Cl | 11.9 | -3.3%
CC(C)c1ccc(NC(=O)C2CCCC2)cc1 | 1.6 | ?
CCCn1nc(C(=O)Nc2cccc(OC)c2)c2ccccc2c1=O | 1.1 | -1.9%
CC1CCN(C(C)C(=O)Nc2ccc(Cl)cc2C(F)(F)F)CC1 (stereo unspecified) | -2.7 | 35.9%
CC1(c2nnnn2-c2ccc3c(c2)OCCO3)CCC(=O)N1CC1CCCCC1 (stereo unspecified) | 1.0 | ?

Some of the entries so far, with two lines to a compound:
Values run as follows: LDHA inh	12-LOX inh
> Cc1ccccc1/C=N/Nc1ccc(S(N)(=O)=O)cc1[N+](=O)[O-]
  2.2	15.0%
> CC(Sc1nc(Cl)nc2nc[nH]c12)C(=O)NCCc1c[nH]c2ccc(F)cc12 (stereo unspecified)
  0.4	-18.0%

Next part
SMILES | LDHA inh | 12-LOX inh
COc1cc(OC)cc(-c2nc(-c3nonc3N)no2)c1 | 2.2 | 45.2%[activator]
CCCCCCCCCCS(=O)CCC(=O)O (stereo unspecified) | -6.8 | -5.9%
COc1ccc(OC)c(S(=O)(=O)Nc2ccccc2CCc2nc3ccccc3n2C)c1 | 1.7 | 30.6%
CC(=O)C1=CCC(c2ccco2)N(S(=O)(=O)c2ccc(C)cc2)C1 (stereo unspecified) | -1.0 | ?
CSc1ccccc1NC(=O)/C=C/c1ccco1 | 4.2 | ?
COCOc1cccc(CN2CCC2(C)C(=O)NCCNC(C)=O)c1 (stereo unspecified) | -2.8 | 0.5%
CCN1C(C(=O)Nc2ncccn2)=C(O)c2ccccc2S1(=O)=O | 18.2 | -38.1%
Cc1ccc(C(=O)Nc2ccc(O)c(-c3nc4ccccc4o3)c2)cc1C | -3.7 | 2.8%
O=C(Cc1ccc(Cl)c(Cl)c1)NCC1CN(Cc2ccccc2)CCO1 (stereo unspecified) | -6.4 | 2.4%
CCOC(=O)[C@]12CCC=C1N(Cc1ccccc1)C(=O)[C@H](CC(=O)N1CCCC1)C2 | 3.2 | -2.7%
CCCCCCCC(=O)N/N=C/c1cccc2ccccc12 | 5.6 | -45.5%
COc1ccc(-c2nc(C(=O)N3CCCCCC3)nn2-c2ccccc2Cl)cc1 | 11.7 | 0.9%
Cc1cc(=O)oc2cc(OCC(=O)N(Cc3ccccc3)C(C)(C)C)ccc12 | 3.2 | 0.9%
N#CC1=C(N)Oc2n[nH]c(-c3ccc4c(c3)OCO4)c2C1c1cccc(O)c1 (stereo unspecified) | 5.0 | -3.9%
CCc1nc2c(OCCn3cccc3)cccn2c1N(C=O)Cc1ccccc1 | -3.5 | -7.7%
COCCNC(=O)C1CCN(S(=O)(=O)c2ccc3c(ccn3C)c2)CC1 | 2.6 | 33.4%[activator]
CCOC(=O)c1[nH]c2ccccc2c1NC(=O)C(C)N1CCC2(CC1)OCCO2 (stereo unspecified) | -2.0 | 8.6%
O=C(Nc1ccc2nc(SCc3ccc(Br)cc3)sc2c1)c1ccc(Cl)cc1 | 9.1 | 4.0%
CC(=O)Nc1ccc(NC(=O)Cn2nc(-n3nc(C)cc3C)ccc2=O)cc1 | 8.1 | 38.7%[activator]
COc1ccc(SCC(=O)Nc2ccc(C(=O)N(C)C)cc2)cc1 | 0.2 | ?
COc1ccc(-c2nc(SCC(=O)NCCc3ccccc3)n3[nH]c(=O)cc3n2)cc1 | -1.3 | 3.8%
CCc1nc2ccc(C(=O)N3CCN(C)CC3)cn2c1N(C)CCCc1ccccc1 | -4.9 | -14.7%
CCCCN1CC(c2nc3ccccc3n2Cc2cccc3ccccc23)CC1=O (stereo unspecified) | 3.2 | -19.3%
Cc1ccc(-c2nc(Nc3ccccc3C)sc2C)cc1 | -3.8 | ?
CC(=O)c1ccc(OCC(=O)c2c(C)[nH]c3ccccc23)cc1 | -2.0 | ?
Cc1ccc(C(=O)NC(C)c2ccccc2)cc1I (stereo unspecified) | 0.1 | -20.9%
O=C(O)CCC(=O)OCc1ccccc1 | -15.3 | 1.0%
Cc1cc(Br)ccc1NC(=O)CCCOc1cc(=O)n(C)c2ccccc12 | -5.5 | 2.2%
CC(C)(C)C(=O)Nc1ccc(NC(=O)C2CCCC2)cc1 | 10.8 | -18.8%
COC(=O)CNC(=O)CNC(=O)c1nn(-c2ccc(OC)cc2)c(=O)c2ccccc12 | 4.1 | 5.4%

Record cards, from the list above. Values in the order: LDHA inh	12-LOX inh
Cc1ccc(C(=O)NC(C)c2ccccc2)cc1I (stereo unspecified) is listed as 0.1	-20.9%
COc1ccc(SCC(=O)Nc2ccc(C(=O)N(C)C)cc2)cc1 is listed as 0.2	?

(list continues)
SMILES | LDHA inh | 12-LOX inh
CCCCc1noc(CSc2nnnn2-c2cc(C)ccc2OC)n1 | 0.2 | -0.9%
COc1ccc(/C=C(\C#N)C(=O)Nc2cccc(C(F)(F)F)c2)c(OC)c1 | 1.2 | 30.3%[activator]
Cc1cc(CN2CCN(Cc3nc(C(C)(C)C)no3)CC2)no1 | 2.2 | 2.2%
CCOc1ccc(OCC)c(C(=O)Nc2cc(C)ccn2)c1 | 9.8 | 18.2%
O=C(CSc1ccc(N2CCC(C(=O)N3CCCCC3)CC2)nn1)Nc1ccc2c(c1)CCC2 | -1.8 | -15.3%
COc1ccc(C(NC(=O)Cc2ccccc2)c2ccc(OC)c(OC)c2)cc1OC | -9.3 | -2.7%
Cc1nc2nc(N)nn2c(C)c1CC(=O)NC(C)C | 3.5 | 12.9%
O=C(NC(c1ccc(-c2ccccc2)cc1)c1cnccn1)C1CCN(Cc2ccc3c(c2)OCO3)CC1 (stereo unspecified) | -4.4 | ?
COc1cc(OC)c(NS(=O)(=O)c2cc(C(=O)N3CCC(C(N)=O)CC3)ccc2C)cc1Cl | 8.2 | 5.4%
COC(=O)c1cc(Br)c(O)c(Br)c1 | 2.3 | -19.8%
O=C(Nc1ccc(N2CCOCC2)cc1)/C(=C/c1cccs1)c1ccc(-c2ccccc2)cc1 | -4.7 | -11.6%
CCONC(=O)c1ccc(C(=O)NOCC)cc1 | -3.4 | ?
O=C(NCc1ccccn1)c1cc(S(=O)(=O)C2CCS(=O)(=O)C2)ccc1F (stereo unspecified) | 8.1 | -0.6%
COc1cccc(C(=O)N2CCN(Cc3cc(=O)oc4ccc(OC)cc34)CC2)c1 | -0.9 | ?
Cn1c(Cl)c(C=O)c2ccccc21 | 10.3 | 1.0%

Structures listed above marked active in 12-LOX inh.
SMILES | LDHA inh | 12-LOX inh
COc1ccccc1C1NC(=S)NC2=C1CCc1ccccc12 (stereo unspecified) | 1.0 | 28.2µM*

Going on with the list.
SMILES | LDHA inh | 12-LOX inh
Cc1cc(C(=O)NCCc2ccccn2)c2ccccc2n1 | 8.5 | 1.6%
O=C(Nc1ccccc1F)c1ccc2sc([C@@H]3O[C@H](CO)[C@H](O)[C@H](O)[C@H]3O)nc2c1 | -7.5 | -0.3%
NC(=O)Cc1csc(NC(=O)CCc2ncc(-c3ccc(Cl)cc3)o2)n1 | -1.2 | -9.0%
COC(=O)c1sccc1-n1cc2c(c1-c1ccccc1)c(=O)n(C)c(=O)n2C | -3.8 | -6.4%
CC(Sc1nnc(N2CCCC2)n1-c1cccc(Cl)c1)c1nc2ccccc2c(=O)[nH]1 (stereo unspecified) | 7.5 | 4.8%
Cc1cccc(NC(=O)c2cc(=O)c3cc(C)ccc3o2)c1 | -12.5 | ?
CN1CCCCCC1=NCCn1cnc2c1c(=O)n(C)c(=O)n2C | -5.6 | -3.4%
CCOC(=O)C(CCC#N)(NC(C)=O)C(=O)OCC | 0.9 | -32.4%
CCCCCCCc1ccc(C(=O)CCC(=O)O)cc1 | -2.5 | -19.2%
O=C(c1c[nH]c2ccccc12)C(Nc1cccc(CO)c1)c1ccccc1 (stereo unspecified) | 1.5 | ?
CCCS(=O)(=O)NC(=O)C1(C)CCCN(C(=O)c2cc3ccccc3s2)C1 (stereo unspecified) | 0.1 | -6.0%
Cc1c(C)c2ccc(OCC(=O)NCCc3ccc(S(N)(=O)=O)cc3)cc2oc1=O | 2.3 | 36.4%[activator]
COc1cccc(C(NC(C)=O)c2nc(-c3cccc(C(=O)O)c3)cs2)c1 (stereo unspecified) | -8.4 | -1.4%
CCCc1nc2ccc(Cl)cn2c1Cc1ccsc1 | -7.8 | ?
CC(C)(C)c1nc(C(C)(C)NC(=O)C2Cc3ccccc3O2)no1 (stereo unspecified) | -1.5 | ?
CCCCOc1ccc(C(=O)C(CCC(CNC(C)(C)C)C(=O)c2ccc(OCCCC)cc2)CNC(C)(C)C)cc1 (stereo unspecified) | -0.6 | ?
COc1ccc2c(CN(C)CCOc3ccc(F)cc3)cc(=O)oc2c1 | 1.7 | ?
COc1ccc(-c2nc3cnccc3o2)cc1NC(=O)c1ccccc1 | 2.1 | 16.0%
COc1ccc(Nc2nc3ccccc3nc2NS(=O)(=O)c2cccs2)cc1OC | -3.9 | 0.3%
CC(C)S(=O)(=O)NC(=O)C1(C)CCN1C(=O)Cc1ccccc1 (stereo unspecified) | -9.6 | 1.9%
O=C(CSc1ccccc1C(=O)O)Nc1ccc2c(c1)OCCCO2 | 3.4 | ?
COc1cccc(CNc2nc3cc(-c4ccccc4C)sc3c(=O)n2C)c1 | -5.8 | -12.0%
CC(Oc1ccc(F)cc1)C(=O)Nc1cccc(-c2nc3ccccc3o2)c1 (stereo unspecified) | -1.4 | -29.2%
Cc1ccc(F)c(S(=O)(=O)NCc2cccc3c2OCCO3)c1 | -6.8 | 1.3%
Cc1ccc(NC(=O)c2ccccc2SCC(=O)NC2CC2)c(C)c1 | -3.1 | -18.1%
Nc1[nH]c(C(=O)c2ccccc2)c(-c2ccc(Br)cc2)c1C(=O)NC1CCCCC1 | 2.0 | -0.6%
FC(F)(F)c1ccccc1Cc1c(-c2ccccc2)nc2c3ccccc3ccn12 | -3.6 | -0.8%
O=C(NCC1(N2CCOCC2)CCSC1)Nc1ccccc1 (stereo unspecified) | -0.2 | 11.5%
COc1ccc(-c2cc(C(=O)O)c3cc(C(C)C)ccc3n2)cc1 | 20.0 | ?
COCCN1C(=O)c2n[nH]c(-c3ccco3)c2C1c1ccc(O)cc1 (stereo unspecified) | 8.9 | -7.2%
O=C(Nc1cccc2cccnc12)C(c1ccccc1)c1ccccc1 | -1.4 | ?

Single values from the entries so far:
`COc1cccc(CNc2nc3cc(-c4ccccc4C)sc3c(=O)n2C)c1` – LDHA inh: -5.8
`CC(C)S(=O)(=O)NC(=O)C1(C)CCN1C(=O)Cc1ccccc1` (stereo unspecified) – LDHA inh: -9.6
